Screening data: PubChem, NMMLSC
Bim-Bcl-W – human Bim-Bcl-W interaction inhibition; Q92843; bead-based flow cytometry, Bim peptide-Bcl-W binding; inhibition, % at 10 µM; hit rate 0.02% among 190,000;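 note: 0% = bound tracer without compound and 100% = peptide blocker; higher means less fluorescent Bim peptide bound to Bcl-W beads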
Target sequence (Q92843 whole entry, looked up): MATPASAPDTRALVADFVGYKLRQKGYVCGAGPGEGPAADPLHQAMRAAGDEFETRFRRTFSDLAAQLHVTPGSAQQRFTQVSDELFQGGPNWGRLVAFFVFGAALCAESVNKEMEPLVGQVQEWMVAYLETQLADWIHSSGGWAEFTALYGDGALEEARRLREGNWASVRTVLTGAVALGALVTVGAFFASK
RGS8-Gao – modulates binding of RGS8 to human Galphao. P09471. multiplexed bead flow cytometry; actives lie on both sides. response (percent of control binding), % at 10 µM. hit rate 0.34% among 220,000; in the data active = response below about 60% or above about 140%; inactive = in between;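 note: Galphao activated as the GDP aluminium fluoride complex binding bead-coupled RGS8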
Bfl-1 Bim block – inhibitors of Bim-Bfl-1 interaction, human; inhibition, % at 10 µM; Q16548; AID 1008; Bead-based flow cytometry, Bim-Bfl-1 binding inhibition; hit rate 0.12% among 190,000;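 note: 0% = wells without compound plus tracer and 100% = blocker peptide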
Bim-Bcl-XL – human Bim-Bcl-XL interaction inhibition. hit rate 0.04% among 190,000. Q07817. Bim peptide-Bcl-XL binding, bead flow cytometry, fluorescence. inhibition, % at 10 µM
Target sequence (Q07817 whole entry, looked up): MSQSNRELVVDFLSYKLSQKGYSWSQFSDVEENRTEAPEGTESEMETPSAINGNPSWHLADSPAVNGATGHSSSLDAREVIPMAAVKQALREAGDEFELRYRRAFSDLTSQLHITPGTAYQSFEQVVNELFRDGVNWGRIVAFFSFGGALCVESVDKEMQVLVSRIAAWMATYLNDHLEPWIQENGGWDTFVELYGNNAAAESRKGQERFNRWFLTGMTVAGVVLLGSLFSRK
ABCB1 inh – human ABCB1 inhibition, ABCG2 as counter-screen; hit rate 0.067% among 190,000; AID 1326; CCRF-Adr cells, JC-1 efflux, flow cytometry; inhibition, % at 6.6 µM; P08183; in the data active = inhibition above about 40%;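 note: 0% = vehicle and 100% = reference inhibitor; higher value means more JC-1 retained so stronger ABCB1 efflux block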
Bim-Bcl-B – human Bim-Bcl-B interaction inhibition; bead-based flow cytometry, Bim peptide-Bcl-B binding; hit rate 0.073% among 190,000; AID 951; Q9HD36; inhibition, % at 10 µM;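 note: 0% = tracer peptide without compound and 100% = reference inhibitor peptide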
Bim-Bcl-2 – human Bim-Bcl-2 interaction inhibition. hit rate 0.06% among 190,000. P10415. inhibition, % at 10 µM. Bead-based flow cytometry, Bim peptide-Bcl-2 binding; in the data active = inhibition above about 40%; inconclusive = no clear call, values can overlap the other calls;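 note: 0% = no compound wells with probe peptide and 100% = reference peptide inhibitor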
GSH fluor – GSH bead compound fluorescence profile. hit rate 0.25% among 190,000. fluorescence (KMESF) at 10 µM. GSH beads flow cytometry, compound fluorescence 488/530 nm; hits give high values. AID 1776; in the data active = fluorescence above about 89;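 note: glutathione beads carrying GST-tagged Bcl family fusion proteins plus one bare bead set; values are compound well signal with DMSO vehicle wells as background; inactives centre near 16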
RGS4-Gao reg – human RGS4-Galphao interaction regulation. P09471. Multiplexed bead flow cytometry, RGS4-Galphao binding; actives lie on both sides. binding response (% of control), % at 10 µM. hit rate 0.33% among 220,000. AID 1415; in the data active = binding response below about 49% or above about 150%; inactive = in between;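 note: fluorescent Galphao activated with aluminum fluoride binding bead-coupled RGS4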
ABCG2 block – inhibitors of human ABCG2 transporter, ABCB1 counter-screen; Q9UNQ0; IgMXP3 cells, JC-1 efflux, flow cytometry; inhibition, % at 6.6 µM; hit rate 0.1% among 190,000;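 active = inhibition above 80%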;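 note: 0% = DMSO and 100% = nicardipine control wells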
Target sequence (Q9UNQ0 whole entry, looked up): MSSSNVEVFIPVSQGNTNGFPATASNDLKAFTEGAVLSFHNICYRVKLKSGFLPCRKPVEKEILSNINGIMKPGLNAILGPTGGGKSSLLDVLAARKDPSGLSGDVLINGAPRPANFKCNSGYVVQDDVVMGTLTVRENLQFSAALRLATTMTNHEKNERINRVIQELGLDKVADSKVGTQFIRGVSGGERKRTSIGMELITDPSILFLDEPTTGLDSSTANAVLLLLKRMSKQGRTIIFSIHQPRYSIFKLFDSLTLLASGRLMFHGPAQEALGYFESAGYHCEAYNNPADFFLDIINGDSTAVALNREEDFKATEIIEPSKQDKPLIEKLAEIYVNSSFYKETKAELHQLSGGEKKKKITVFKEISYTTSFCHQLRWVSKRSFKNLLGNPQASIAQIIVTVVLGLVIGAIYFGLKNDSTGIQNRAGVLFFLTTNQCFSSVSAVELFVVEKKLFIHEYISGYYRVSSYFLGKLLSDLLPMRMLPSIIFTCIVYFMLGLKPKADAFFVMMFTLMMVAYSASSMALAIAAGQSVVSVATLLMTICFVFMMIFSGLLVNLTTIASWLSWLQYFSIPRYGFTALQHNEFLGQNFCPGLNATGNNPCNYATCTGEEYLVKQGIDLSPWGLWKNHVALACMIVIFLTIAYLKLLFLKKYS
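test system = two drug-resistant human cell lines, ABCG2 and ABCB1 | amount = 3 million cells/mL final, two lines in 1:1 ratio | reagent = JC-1 transporter substrate | doses = one concentration, 6.6 µM final | incubation = 10 min at 25 °C | signal = flow cytometric JC-1 green MFI at 530 nm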
RGS7-Gao reg – regulators of human RGS7-Galphao interaction; P09471; Multiplexed bead flow cytometry, RGS7-Galphao binding; actives lie on both sides; binding response (% of control), % at 10 µM; hit rate 0.35% among 220,000; in the data active = binding response below about 49% or above about 150%; inconclusive = no clear call, values can overlap the other calls; inactive = in between;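 note: fluorescent Galphao held in activated GDP-AlF4 state binding bead-coupled RGS7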
Starred values were filed as active, the others as inactive; u = inconclusive; x = no result given. Cut-off read from the data, not from the text of the source, unless noted: active = inhibition above about 40%. Not a hit list; 1.1% or so of the library scored in one or more.

1. Cc1cc(CNC(=O)COc2ccc(F)cc2)c2ccccc2n1
2. O=S(=O)(c1ccc2c(c1)OCCO2)N1CCN(Cc2ccc3c(c2)OCO3)CC1
3. Cc1nc(SCC(O)CO)c([N+](=O)[O-])[nH]1 (stereo not given)
4. O=C(c1ccc(F)cc1)N1CCN(C2CC3CCC2C3)CC1 (stereo not given)
5. COc1ccccc1NC(=O)c1cc(Cl)nnc1Cl
6. Cc1ccc(S(=O)(=O)N2CCN(Cc3ccccc3)CC2)c(C)c1N(C)S(=O)(=O)c1ccccc1
7. O=c1[nH]c(N2CCc3ccccc32)nc2c1CCCC2
8. Cc1cccc(-n2c(=O)[nH]c3c(C(N)=O)nc(CC(C)C)nc32)c1
9. Cc1cc(C)n2nc(SC3CCCCN(C(=O)c4ccc(F)cc4)C3=O)nc2n1 (stereo not given)
10. C/C(O)=c1/ccc2cccc3nc(C)nc1c23

Assay by compound | 1 | 2 | 3 | 4 | 5 | 6 | 7 | 8 | 9 | 10
Bim-Bcl-W | -2 | 1 | 0 | -2 | 0 | -8 | 1 | 0 | -3 | 6
RGS8-Gao | 98 | 104 | 101 | 101 | 103 | 100 | 102 | 99 | 105 | 96
Bfl-1 Bim block | -5 | -11 | -12 | -12 | -4 | -11 | -1 | 2 | 0 | 10
Bim-Bcl-XL | -3 | 0 | -2 | -6 | -1 | -12 | 0 | 0 | -4 | 2
ABCB1 inh | 0.6 | 0.0 | -0.1 | 0.0 | 1.0 | 4.2 | 0.0 | 0.1 | 1.2 | 0.7
Bim-Bcl-B | -3 | -6 | -5 | -7 | 0 | -11 | 0 | 2 | 0 | -9
Bim-Bcl-2 | -4 | -5 | -3 | -9 | 2 | -13 | 0 | -1 | -2 | 8
GSH fluor | 16 | 25 | 15 | 40 | 13 | 12 | 24 | 14 | 24 | 17
RGS4-Gao reg | 100 | 104 | 95 | 95 | 101 | 103 | 99 | 102 | 100 | 99
ABCG2 block | 17 | 0 | 0 | 0 | 12 | 11 | 2 | 2 | 4 | 2
RGS7-Gao reg | u | 102 | 102 | 101 | u | 98 | 97 | 105 | 100 | 104

11. CCNc1nc(OC)nc(Oc2ccc(C(=O)OC)cc2)n1
12. O=c1[nH]cnc2scc(-c3ccc(Br)cc3)c12
13. COC(=O)c1cc(OC)c(OC)c(OC)c1NC(=O)c1ccc(S(=O)(=O)N(C)C)cc1
14. O=C(CN(Cc1ccco1)C(=O)CNS(=O)(=O)c1ccc(F)cc1)NCc1ccc(F)cc1
15. CCOC(=O)c1nn(-c2ccccc2)c(=O)cc1SC(C)C
16. COc1ccc(CCNC(=O)Cn2cnc3scc(-c4ccccc4)c3c2=O)cc1OC
17. O=C(c1ccccc1F)N(Cc1ccc(F)cc1)C1CCS(=O)(=O)C1 (stereo not given)
18. O=C(C1CC1)N1CCc2cc(Br)cc(S(=O)(=O)N3CCN(c4ccccn4)CC3)c21
19. C/C=C/Cn1c(SCCCc2ccccc2)nc2c1c(=O)[nH]c(=O)n2C
20. CCCNC(=O)c1ccc(CNc2c(N3CCC(C(=O)OCC)CC3)c(=O)c2=O)cc1

Assay by compound | 11 | 12 | 13 | 14 | 15 | 16 | 17 | 18 | 19 | 20
Bim-Bcl-W | 0 | 0 | -2 | 1 | -5 | 6 | -1 | -2 | 0 | 0
RGS8-Gao | 101 | 104 | 101 | 98 | 108 | 102 | 102 | 108 | 99 | 99
Bfl-1 Bim block | -8 | -3 | -19 | -14 | -6 | 4 | -14 | -3 | -10 | -15
Bim-Bcl-XL | -4 | 1 | -9 | -3 | -8 | 3 | -3 | 0 | -4 | -5
ABCB1 inh | 0.7 | 0.0 | 0.8 | 0.9 | 2.8 | 0.0 | 0.7 | 0.1 | 1.9 | 0.0
Bim-Bcl-B | -6 | 1 | -11 | -9 | -2 | 2 | -8 | -2 | -4 | -7
Bim-Bcl-2 | -4 | 0 | -10 | -8 | -10 | 2 | -9 | 0 | -6 | -7
GSH fluor | 14 | 11 | 37 | 30 | 25 | 13 | 17 | 24 | 17 | 21
RGS4-Gao reg | 103 | 102 | 101 | 97 | 103 | 103 | 103 | 103 | 101 | 98
ABCG2 block | 5 | 9 | 31 | 2 | 22 | 3 | 1 | 0 | 6 | 0
RGS7-Gao reg | 100 | 101 | 101 | 96 | 102 | 95 | 103 | 99 | 103 | 100

Reformatted: 3 of the compounds above.
(11) CCNc1nc(OC)nc(Oc2ccc(C(=O)OC)cc2)n1
  Bim-Bcl-W: 0	RGS8-Gao: 101	Bfl-1 Bim block: -8	Bim-Bcl-XL: -4	ABCB1 inh: 0.7	Bim-Bcl-B: -6	Bim-Bcl-2: -4	GSH fluor: 14	RGS4-Gao reg: 103	ABCG2 block: 5	RGS7-Gao reg: 100
(12) O=c1[nH]cnc2scc(-c3ccc(Br)cc3)c12
  Bim-Bcl-W: 0	RGS8-Gao: 104	Bfl-1 Bim block: -3	Bim-Bcl-XL: 1	ABCB1 inh: 0.0	Bim-Bcl-B: 1	Bim-Bcl-2: 0	GSH fluor: 11	RGS4-Gao reg: 102	ABCG2 block: 9	RGS7-Gao reg: 101
(13) COC(=O)c1cc(OC)c(OC)c(OC)c1NC(=O)c1ccc(S(=O)(=O)N(C)C)cc1
  Bim-Bcl-W: -2	RGS8-Gao: 101	Bfl-1 Bim block: -19	Bim-Bcl-XL: -9	ABCB1 inh: 0.8	Bim-Bcl-B: -11	Bim-Bcl-2: -10	GSH fluor: 37	RGS4-Gao reg: 101	ABCG2 block: 31	RGS7-Gao reg: 101

(cont.)
21. Cc1onc(-c2ccccc2)c1C(=O)Nc1cc(C(F)(F)F)ccc1N1CCOCC1
22. CC(C)CN(C)C(=O)CC1C(=O)NCCN1C (stereo not given)
23. CN(C)CCN1C(=O)C(=O)/C(=C(/O)c2ccc(OCc3ccccc3)cc2)C1c1ccncc1 (stereo not given)
24. CN(C)/N=C/c1ccc(N2CCOCC2)cc1
25. CCOc1cc2[nH]c(=S)n(CCCN3CCCC3=O)c(=O)c2cc1OCC
26. CCOC(=O)N1CCN(CC(O)COc2c(C)cccc2C)CC1 (stereo not given)
27. COC(=O)C1=C(C)N=C2SC(C)C(=O)N2C1c1ccc(C(=O)OC)cc1 (stereo not given)
28. O=C(Nc1ccc(C(=O)O)cc1)/C(=C/c1cccc(Br)c1)NC(=O)c1ccco1
29. CCCCc1nc2n[nH]c(N)c2c2c1CCC2
30. O=C1N(Cc2cccc(Cl)c2)C[C@@H]2C[C@@H](c3ccccn3)N3CCC[C@@]123

Assay by compound | 21 | 22 | 23 | 24 | 25 | 26 | 27 | 28 | 29 | 30
Bim-Bcl-W | 0 | -2 | -3 | 2 | -6 | 7 | -1 | 0 | 0 | -2
RGS8-Gao | 100 | 98 | 102 | 102 | 99 | 101 | 104 | 107 | 93 | 100
Bfl-1 Bim block | -1 | -9 | -13 | -3 | -2 | 13 | -4 | -9 | -2 | 3
Bim-Bcl-XL | 0 | -4 | -4 | -1 | -20 | 13 | -4 | -3 | 0 | -2
ABCB1 inh | 0.1 | 0.0 | 0.2 | 0.3 | -5.4 | 1.5 | 1.1 | -0.3 | 0.0 | 0.2
Bim-Bcl-B | -3 | -4 | -9 | -1 | -7 | 5 | -3 | -6 | -3 | 0
Bim-Bcl-2 | 2 | 0 | -5 | 0 | -1 | 9 | -2 | 0 | -3 | 4
GSH fluor | 15 | 9 | 36 | 12 | 25 | 10 | 13 | 14 | 7 | 15
RGS4-Gao reg | 98 | 102 | 105 | 105 | 98 | 105 | 109 | 110 | 92 | 100
ABCG2 block | 0 | 1 | 2 | 1 | -8 | 9 | 3 | 1 | 0 | 3
RGS7-Gao reg | 97 | 110 | 102 | u | 102 | 106 | 103 | 112 | 93 | 100

31. CN1CCN(C(N)=NC(=O)c2ccccc2)CC1
32. O=C(CCC1CCCCC1=O)c1ccccc1 (stereo not given)
33. CSCCC(NC(=O)c1ccco1)C(=O)O (stereo not given)
34. COC(=O)c1ccc(CSc2ccccc2C)o1
35. NNC(=O)CNC(c1ccccc1)c1cc(Br)ccc1NC(=O)c1cccc(Cl)c1 (stereo not given)
36. CCC1(C)Cc2c(sc3nn[nH]c(=O)c23)CO1 (stereo not given)
37. COC(=O)C1=C(C)N(c2ccc(F)c(Cl)c2)C(=O)C1
38. O=C(CN(C(=O)CSc1nc2ccccc2o1)c1ccccc1)NC1CCCCC1
39. Cc1cc(S(=O)(=O)N2CCCC2)c(C)s1
40. O=C1CCC([N+](=O)[O-])C(c2cccc([N+](=O)[O-])c2)N1 (stereo not given)

Assay by compound | 31 | 32 | 33 | 34 | 35 | 36 | 37 | 38 | 39 | 40
Bim-Bcl-W | 0 | 1 | 0 | -4 | -4 | 2 | -4 | -2 | -3 | -4
RGS8-Gao | 104 | 106 | 101 | 100 | 101 | 99 | 91 | 99 | 102 | 99
Bfl-1 Bim block | 0 | -13 | -12 | -4 | -3 | -5 | -2 | -10 | -4 | -4
Bim-Bcl-XL | -2 | -1 | -13 | -2 | -6 | -3 | -2 | -11 | -10 | 0
ABCB1 inh | -0.1 | x | 1.4 | 0.1 | -1.8 | -0.3 | -0.2 | 0.1 | 0.6 | 1.2
Bim-Bcl-B | -3 | -7 | -7 | -4 | -4 | -9 | -3 | -9 | -5 | -8
Bim-Bcl-2 | 4 | -3 | -13 | -1 | -1 | -2 | -3 | -9 | -8 | -1
GSH fluor | 6 | 17 | 23 | 17 | 22 | 14 | 20 | 36 | 25 | 22
RGS4-Gao reg | 103 | 103 | 100 | 98 | 102 | 97 | 99 | 98 | 100 | 99
ABCG2 block | 0 | x | 1 | 1 | -3 | -1 | -1 | 11 | -2 | 6
RGS7-Gao reg | 102 | 107 | 100 | 97 | 102 | 105 | 99 | 102 | 100 | 100

41. CC(C)CN(C(=O)c1ccco1)c1nc2ccccc2s1
42. CCOCCCNC(=O)c1c(N)n(-c2ccc(S(N)(=O)=O)cc2)c2nc3ccccc3nc12
43. CN(Cc1ccccc1)S(=O)(=O)c1ccc2c(c1)NC(=O)CC(=O)N2
44. Cc1nc(N2CCC(C)CC2)c2c(C)c(C(=O)Nc3ccc(C(F)(F)F)cc3)sc2n1
45. COc1cc(CC(=O)Oc2ccc3c(c2)OCO3)cc(OC)c1OC
46. O=C(O)/C=C/C(=O)NCc1ccccn1
47. CN(C)/C(CN1CCCCC1)=C1\N=C(c2ccccc2)OC1=O
48. N#CCNC(=O)c1cccn1-c1ncc(C(F)(F)F)cc1Cl

Assay by compound | 41 | 42 | 43 | 44 | 45 | 46 | 47 | 48
Bim-Bcl-W | 4 | 0 | 0 | -3 | 6 | 0 | 0 | 0
RGS8-Gao | 99 | 96 | 99 | 103 | 103 | 98 | 108 | 105
Bfl-1 Bim block | -1 | -4 | 1 | -4 | -3 | -3 | -1 | 0
Bim-Bcl-XL | 0 | 0 | -3 | -2 | -3 | -1 | -1 | 2
ABCB1 inh | 0.4 | 0.1 | -0.1 | -0.1 | 0.0 | 0.7 | 0.7 | 0.4
Bim-Bcl-B | 1 | -4 | 0 | -5 | -2 | -2 | -1 | 0
Bim-Bcl-2 | -1 | -6 | 3 | -1 | -2 | 0 | -2 | -1
GSH fluor | 11 | 12 | 6 | 15 | 10 | 12 | 24 | 19
RGS4-Gao reg | 100 | 95 | 98 | 104 | 100 | 101 | 108 | 101
ABCG2 block | 5 | 0 | -2 | 2 | 1 | 2 | 2 | 5
RGS7-Gao reg | u | 102 | 99 | 107 | 100 | 97 | 107 | 98
